# B2AR arrestin = qHTS assay of beta-arrestin-biased ligands of beta2-adrenergic receptor; Potency, µM (doses to about 46.1 µM), without a hit: at the highest dose activation, actives largely listed as activators; 330,000 tested, 0.02% active; AID 492947, 2010; Beta-2 adrenergic receptor (Homo sapiens), P07550; beta-arrestin recruitment to beta2AR, cell-based reporter;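 note: potency is the fitted concentration of half-maximal effect; 0% = DMSO controls and full agonism = EC100 isoproterenol or metaproterenol; nearly all actives have a fitted effect of over 65% in size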
# p53 reactivator = qHTS assay for re-activators of p53 using a Luc reporter; H1299 p53-A138V BP100-luciferase reporter, luminescence, 24 h; Potency, µM (titrated, usually from 92.2 µM), for inactives: at the top dose activity change, positive = activation, most hits filed as activators; 320,000 tested, 0.063% active; AID 504706, 2011; note: potency is the fitted concentration of half-maximal effect; % of control where 0% means no effect; nearly all actives have a fitted effect of over 45% in size
#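 p53-null H1299 cells stably carrying temperature-sensitive p53-A138V and a BP100-luciferase reporter were pinned with compounds (4-point, 1:5 series) and held 24 hrs at 37 deg C. Luminescence was read 10 min after detection reagent.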
# TSG101-PTAP inh = qHTS Assay for Iinhibitors of HIV-1 Budding by Blocking the Interaction of PTAP/TSG101; Potency, µM (highest dose often 115 µM), without a hit: at the highest dose activity change, negative = inhibition, hits mostly inhibitors; Tumor susceptibility gene 101 protein (Homo sapiens), Q99816; 340,000 tested, under 10 active; Fluorescence polarization, FITC-PTAP peptide / Tsg101 binding; AID 493005, 2010; active = well fitted inhibition curve with a large enough effect in the main read-out, with a control signal flat, not every such curve was filed as active; inconclusive = small, poorly fitted or top-dose-only effect, or effect the other way, or a change in a side signal; inactive = no such curve, though single readings can be large or run the other way; note: potency is the fitted concentration of half-maximal effect; % of control where 0% means no effect
#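 Fluorescence anisotropy tracks displacement of a FITC-tagged PTAP peptide (50 nM) from the Tsg101 binding domain (10 uM), following a 20 min room-temperature incubation at pH 7.5.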
# Eya2 inh = qHTS Assay for Inhibitors of the Phosphatase Activity of Eya2. recombinant Eya2, OMFP fluorescence dephosphorylation (OMFP is methylfluorescein phosphate). 330,000 tested, 0.006% active. Protein phosphatase EYA2 (Homo sapiens), O00167. AID 488837, 2010. Potency, µM (top dose mostly 76.9 µM), inactives show top-dose activity, negative = inhibition, actives largely listed as inhibitors; note: potency is the fitted concentration of half-maximal effect; % is set by controls: 0 for no effect and ±100 for the full control effect
# Target sequence (O00167 whole entry, looked up): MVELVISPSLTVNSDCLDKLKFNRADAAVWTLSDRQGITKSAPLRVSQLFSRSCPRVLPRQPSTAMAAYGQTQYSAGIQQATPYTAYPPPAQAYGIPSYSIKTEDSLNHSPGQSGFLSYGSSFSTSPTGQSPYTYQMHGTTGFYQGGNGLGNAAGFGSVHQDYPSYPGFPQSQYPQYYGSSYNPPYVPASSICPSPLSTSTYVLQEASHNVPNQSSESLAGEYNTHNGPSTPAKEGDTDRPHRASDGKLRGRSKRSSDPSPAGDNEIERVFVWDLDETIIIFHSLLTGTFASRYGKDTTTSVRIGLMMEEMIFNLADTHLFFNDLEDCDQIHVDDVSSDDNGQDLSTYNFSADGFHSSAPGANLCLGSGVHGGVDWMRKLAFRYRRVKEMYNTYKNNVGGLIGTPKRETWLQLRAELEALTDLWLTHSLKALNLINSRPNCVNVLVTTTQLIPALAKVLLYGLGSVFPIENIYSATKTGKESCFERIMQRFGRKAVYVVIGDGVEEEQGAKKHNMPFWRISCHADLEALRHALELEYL
#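 Eya2 (0.2 uM) preincubated 10 min at ambient with compound, then OMFP substrate added at 50 uM; 10 min reaction in 50 mM HEPES pH 7.5, 50 mM NaCl, 5 uM MgCl2, 0.05% BSA, 1 mM DTT. Fluorescence read at Ex 485/Em 525 nm.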
# USP2a block = qHTS Assay for Inhibitors of Ubiquitin-specific Protease USP2a Using CHOP2 as the Reporter; 330,000 tested, 0.01% active; Potency, µM (titrated, usually from 38.3 µM), inactives show at the highest dose activity change, negative = inhibition, usual class: inhibitors; USP2 core, Ub-CHOP2 coupled fluorogenic reporter, 485/531; Ubiquitin carboxyl-terminal hydrolase 2 (Homo sapiens), O75604; AID 463254, 2010;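 note: potency is the fitted concentration of half-maximal effect; plate controls were DMSO wells for no effect and full inhibition by NEM control for full effect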
#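 Deubiquitinase activity read as fluorescence (485/531 nm) after Ub-CHOP2 cleavage activates the enterokinase reporter on its substrate; USP2 core 10nM, Ub-CHOP2 and substrate 25nM each, 30min compound preincubation then 60min RT; data normalized to NEM, curves fitted.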
# a7 integrin act = qHTS for Activators of Integrin-Mediated Alleviation for Muscular Dystrophy; alpha7betagal myoblasts, beta-gal FDG fluorescence, 48 h; 350,000 tested, 0.064% active; Potency, µM (titrated, usually from 38.3 µM), inactives show at the top dose activation, usual class: activators;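 note: potency is the fitted concentration of half-maximal effect; 100% = response of the positive control SU9516; nearly all actives have a fitted effect of over 60% in size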
#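 alpha7betagal+/- myoblasts (passage 13, 250/well) treated 48 h at 37C with compounds at 1:260 dilution of DMSO stock. Lysed, then beta-galactosidase activity read as FDG fluorescence (ex 480/em 540) after 30 min, with pre-read for autofluorescence.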
# BRCA1 expr up = qHTS Assay to Identify Small Molecule Activators of BRCA1 Expression; MCF7-BRCA1-FFLuc reporter, luminescence, 48 h; response scale: scaled: vehicle 0%, 10 µM genistein 100%; Potency, µM (series often up to 46.1 µM), without a hit: top-dose activation, usual class: activators; 380,000 tested, 1.1% active; note: potency is the fitted concentration of half-maximal effect; nearly all actives have a fitted effect of over 80% in size; some results filed as inactive show a strong effect at the top dose
#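 Luminescence from a BRCA1-driven firefly luciferase in MCF7 cells was read after 48 h compound exposure at 37 C. Data normalized against DMSO and a 10microM genistein activation control, then curve-fitted across the titration.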
# TRPV1 agonist = HTS Assay for Compounds that Act as Agonists of the Vanilloid Receptor 1; Transient receptor potential cation channel subfamily V member 1 (Homo sapiens), Q8NER1; TRPV1-expressing cells, Fluo-8 calcium influx, agonist mode; activation, % at 8.33 µM; 320,000 tested, 0.19% active; AID 540275, 2011; in the data active = activation above about 80%; inconclusive = between about 30% and that limit; note: 0% is about no effect
#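 Fluo-8 calcium influx in TRPV1-expressing cells, kinetic read (ex 480/em 520 nm). Compound added and read 3 min for agonist activity, followed by capsaicin at EC20 final and 2 min further read for enhancement.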
# uPA surface inh = qHTS for Inhibitors of Cell Surface uPA Generation. cell surface uPA generation assay, qHTS. Potency, µM (titrated, usually from 38.3 µM), inactives show top-dose activity change, negative = inhibition, hits mostly inhibitors. 330,000 tested, 0.31% active; active = well fitted inhibition curve with a large enough effect; inconclusive = small, poorly fitted or top-dose-only effect; inactive = no such curve, though single readings can be large or run the other way; tested in mouse RAW 264.7 cells; note: potency is the fitted concentration of half-maximal effect; % is set by controls: 0 for no effect and ±100 for the full control effect; nearly all actives have a fitted effect of over 55% in size
# S-ASM inh = Inhibitors of Secretory Acid Sphingomyelinase (S-ASM): qHTS; placental ASM, HMU-PC fluorogenic substrate, 60 min; Potency, µM (titrated, usually from 57.5 µM), inactives show at the highest dose activity change, negative = inhibition, usual class: inhibitors; Sphingomyelin phosphodiesterase (Homo sapiens), P17405; AID 504937, 2011; 340,000 tested, 0.006% active; note: potency is the fitted concentration of half-maximal effect
# Target sequence (P17405 47-631 limits assumed): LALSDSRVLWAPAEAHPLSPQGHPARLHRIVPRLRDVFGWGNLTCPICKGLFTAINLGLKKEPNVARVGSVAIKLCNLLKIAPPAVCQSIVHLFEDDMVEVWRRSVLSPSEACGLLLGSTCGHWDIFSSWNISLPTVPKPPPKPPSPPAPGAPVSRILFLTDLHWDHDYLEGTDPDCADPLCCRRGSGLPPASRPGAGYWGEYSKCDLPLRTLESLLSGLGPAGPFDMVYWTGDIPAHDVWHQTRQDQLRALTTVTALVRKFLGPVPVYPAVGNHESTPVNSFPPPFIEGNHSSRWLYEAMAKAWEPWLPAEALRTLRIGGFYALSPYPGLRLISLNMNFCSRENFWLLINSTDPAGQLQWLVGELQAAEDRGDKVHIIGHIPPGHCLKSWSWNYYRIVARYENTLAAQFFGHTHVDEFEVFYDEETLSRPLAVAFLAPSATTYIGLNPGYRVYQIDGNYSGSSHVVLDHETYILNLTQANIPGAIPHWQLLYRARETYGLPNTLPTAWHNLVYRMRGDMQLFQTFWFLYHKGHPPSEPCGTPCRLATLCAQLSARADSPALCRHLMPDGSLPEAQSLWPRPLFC
#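 Fluorogenic HMU-PC substrate (9 uM final) is turned over by placental ASM in 60 min at 37 C after a 10 min compound preincubation. Reaction ended by alkaline stop (pH 10), with fluorescence read at 386/447 nm.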
# ELG1 genotox = qHTS screen for small molecules that induce genotoxicity in human embryonic kidney (HEK293T) cells expressing luciferase-tagged ELG1. 330,000 tested, 1.3% active. HEK293T ELG1-luciferase reporter, luminescence, 16 h. Potency, µM (doses to about 46 µM), for inactives: at the top dose activity change, positive = activation, actives largely listed as activators; note: potency is the fitted concentration of half-maximal effect; % of control where 0% means no effect; nearly all actives have a fitted effect of over 60% in size
#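 Cells (2,000/well) expressing the ELG1-luciferase fusion are dosed by pin tool and kept 16 hr at 37 °C, 5% CO2. Signal comes from ONE-Glo luciferase reagent after 30 min at room temperature.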
# Numbers without * were called inactive; ? = inconclusive; / = no result given; [ ] = another dose, or the depositor's remark. Unless noted, calls come from the whole dose curve; as a rule, active = well fitted curve in the direction sought with a large enough effect; inconclusive = small, poorly fitted or top-dose-only effect, or another doubt; inactive = no such curve, though single readings can be large; an effect the other way counts as inactive or inconclusive.
SMILES	B2AR arrestin	p53 reactivator	TSG101-PTAP inh	Eya2 inh	USP2a block	a7 integrin act	BRCA1 expr up	TRPV1 agonist	uPA surface inh	S-ASM inh	ELG1 genotox
CCOC(=O)COc1cc(OCC(=O)OCC)c2c(=O)cc(-c3ccccc3)oc2c1	-0.5%	3%	-1%	6%	1%	-10%	0%	2	/	-1%	1%
O=C(NCc1nc2ccccc2[nH]1)C1=C[C@H](c2coc3ccccc3c2=O)C[C@H](OCCCCO)O1	/	/	1%	/	/	-15%	-7%	/	6%	10%	/
Cc1ccc(OCCNC(=O)CNC(=O)c2ccc(C)c(C)c2)cc1	0.0%	1%	0%	1%	0%	-10%	-3%	14	-2%	0%	-3%
CC(=O)C(CC(=O)N1CCCC1)C(=O)Nc1ccc(Cl)cc1 (centres undefined)	-0.5%	-6%	-3%	-3%	-1%	20%	35%	/	8%	5%	2%
COC(=O)c1cc(=O)n(Cc2ccc3c(c2)OCO3)c(=Nc2ccccc2)s1	-0.2%	6%	-5%	-14%	1%	-20%	-43%	-2	?	-4%	-28%
CCOC(=O)c1c(C)[nH]c2c1cc(O)c1ccccc12	-0.2%	16%	1%	15%	2%	-47%[inhibitor]	-5%	-4	-3%	-2%	20%
COc1cccc(-n2c(SCC(N)=O)nnc2-c2ccncc2)c1	0.3%	6%	-8%	5%	3%	-16%	-8%	-2	-6%	-2%	-1%
N/C(=N\OC(=O)c1cc(-c2ccccc2)nc2ccccc12)c1ccccn1	-0.7%	7%	-2%	13%	0%	10%	-1%	-4	4%	-9%	-8%
COCCCn1c(-c2ccccc2Cl)n[nH]c1=S	-0.2%	-2%	-2%	14%	1%	16%	-10%	3	4%	-2%	-3%
COc1ccc(C(=O)Nc2ccc3nc4n(c(=O)c3c2)CCCC4)cc1[N+](=O)[O-]	-1.1%	2%	/	2%	4%	/	/	-1	/	/	?
Cc1c(C#N)c(N)nc2c3c(sc12)NC(=O)CC3c1ccc(Cl)cc1 (centres undefined)	-0.7%	-10%	-3%	2%	2%	32%	-68%	1	-10%	175%[activator]	?
O=C(Cn1ccc(C(F)(F)F)n1)NNC(=O)c1ccco1	-0.2%	-1%	0%	8%	1%	13%	1%	1	7%	-1%	2%
Cc1cc2cc(OCC(=O)O)ccc2n1C	0.0%	2%	-5%	3%	-1%	0%	24%	-3	5%	5%	-2%
CCOC(=O)c1ccc(NC(=S)Nc2cccc(C)n2)cc1	-0.5%	6%	1%	-7%	3%	30%	-41%	0	2%	-2%	9%
FC(F)(F)c1ccc(CN2C[C@@H]3C(c4ccc(Cl)nc4)C4(c5ccccc5)CC3(C4)[C@H]2c2ccccc2)cc1 (some centres undefined)	0.0%	16%	1%	4%	-15%	-32%	0%	0	5%	-1%	-8%
NC(=O)c1ccc(NC(=O)CCCN2C(=O)c3ccccc3C2=O)cc1	0.3%	-4%	-5%	-18%	3%	-4%	4%	0	2%	2%	1%
COc1cc(C2/C(=C(/O)c3ccc(F)cc3)C(=O)C(=O)N2CCCC(=O)O)ccc1O (centres undefined)	0.4%	1%	-2%	15%	-1%	15%	11%	-4	3%	5%	3%
Cc1cc(C)c(C)c(S(=O)(=O)Nc2cccc(-n3cnnn3)c2)c1C	0.1%	1%	-2%	2%	-2%	28%	-27%	0	-5%	-8%	-3%
C=C(C)COc1ccc(-c2ncncc2Oc2ccc(OC)cc2)c(O)c1	0.4%	18%	-3%	-23%	-3%	-16%	-2%	6	8%	-11%	?
C/C(=N\N=C1\NC(=O)C(CC(=O)Nc2ccc(C)c(Cl)c2)S1)C(C)(C)C (centres undefined)	0.2%	-9%	-4%	-16%	-18%	-11%	-46%	15	2%	-24%	-4%
O=C1C=C(N(CCO)CCO)C2(CCCCC2)O1	0.0%	-1%	-12%	-4%	1%	-2%	4%	1	/	3%	-1%
COc1ccc(/C(N)=N/OC(=O)c2cccc([N+](=O)[O-])c2)cc1OC	-0.2%	8%	0%	-13%	0%	9%	79%	3	-1%	-1%	?
COc1cc2c(cc1OC)C(=O)CC(C)S2 (centres undefined)	0.4%	2%	-1%	7%	0%	-7%	6%	1	-3%	281%[activator]	-1%
O=C(O)C1=NOC(CNc2ncc(C(F)(F)F)cc2Cl)C1 (centres undefined)	-0.1%	4%	-4%	?	1%	0%	-5%	0	-5%	4%	2%
O=C(CSc1nncn1-c1cccnc1)N1CCOCC1	-0.5%	-5%	-3%	-3%	7%	-12%	-4%	-3	1%	0%	0%

# Complete entries from above. Order of values: B2AR arrestin, p53 reactivator, TSG101-PTAP inh, Eya2 inh, USP2a block, a7 integrin act, BRCA1 expr up, TRPV1 agonist, uPA surface inh, S-ASM inh, ELG1 genotox
# FC(F)(F)c1ccc(CN2C[C@@H]3C(c4ccc(Cl)nc4)C4(c5ccccc5)CC3(C4)[C@H]2c2ccccc2)cc1 (some centres undefined) is listed as 0.0%, 16%, 1%, 4%, -15%, -32%, 0%, 0, 5%, -1%, -8%
# Cc1cc(C)c(C)c(S(=O)(=O)Nc2cccc(-n3cnnn3)c2)c1C is listed as 0.1%, 1%, -2%, 2%, -2%, 28%, -27%, 0, -5%, -8%, -3%
# Cc1ccc(OCCNC(=O)CNC(=O)c2ccc(C)c(C)c2)cc1 is listed as 0.0%, 1%, 0%, 1%, 0%, -10%, -3%, 14, -2%, 0%, -3%

# Next section:
SMILES	B2AR arrestin	p53 reactivator	TSG101-PTAP inh	Eya2 inh	USP2a block	a7 integrin act	BRCA1 expr up	TRPV1 agonist	uPA surface inh	S-ASM inh	ELG1 genotox
Cc1cc(C)n(C(=O)Cn2nc(C)c(Br)c2C)n1	-0.7%	27%	0%	4%	-3%	22%	-8%	3	0%	0%	-9%
COc1ccccc1OCC(=O)Nc1ccccn1	-0.7%	/	-6%	29%	2%	8%	96%	-1	-14%	1%	2.1µM*
COC(=O)CSc1nc(N)c(NC(=O)c2ccc(OC)c(OC)c2)c(=O)[nH]1	0.2%	3%	-15%	-25%	2%	14%	6%	0	6%	4%	-10%
CCCCN1C(=O)c2ccc(C(=O)N(C)CC(=O)Nc3ccc(OCC)c(OCC)c3)cc2C1=O	-0.4%	16%	2%	-11%	-1%	6%	85%	/	1%	-4%	-2%
Cc1occc1C(=O)Nc1nnc(C2CCCCC2)s1	-0.1%	23%	/	-20%	5%	20%	?	24	0%	4%	?
CN1C(=O)C(=O)/C(=C(/O)c2ccc(Br)cc2)C1c1cccc([N+](=O)[O-])c1 (centres undefined)	0.5%	7%	-5%	-9%	1%	26%	-22%	-2	3%	-17%	0%
Cc1ccc(S(=O)(=O)/N=C2\C(=O)c3ccccc3C([O-])=C2n2cc[n+](CCC(C)C)c2)cc1	1.2%	-11%	-2%	-25%	2%	-68%[inhibitor]	-88%	1	?	-8%	-10%
COc1ccc(NS(=O)(=O)c2cc(NC(=O)c3ccc(=O)[nH]c3)ccc2N2CCCC2)cc1	-0.1%	-22%	-5%	-7%	-2%	-18%	-42%	3	-30%	-9%	14%
O=[N+]([O-])c1cccc(S(=O)(=O)Nc2ccc(S(=O)(=O)N3CCCC3)cc2)c1	/	/	-3%	/	/	19%	-22%	/	16%	1%	/
Cc1cc2c(c(=O)n1Cc1ccco1)C(c1cccnc1)C(C#N)=C(N)O2 (centres undefined)	0.1%	14%	-1%	12%	0%	-4%	-1%	1	1%	-1%	1%
O=C(c1ccc(F)cc1)N1CCN=C1c1ccccc1	1.5%	-1%	1%	13%	0%	25%	5%	7	-1%	7%	-2%
COc1ccc(C2=NOC(C(=O)N3CCCCCC3)C2)cc1OC (centres undefined)	-0.1%	7%	0%	9%	2%	1%	25%	-2	4%	1%	-2%

# Compound activity as filed in PubChem BioAssay.

# Random draw from the library. Share with any hit: about 2.6%.
